Sm TGR block: inhibitors of Schistosoma mansoni thioredoxin glutathione reductase; Q962Y6; purified TGR, DTNB reduction, TNB absorbance 405 nm; Potency, µM (series often up to 114 µM), for inactives: at the highest dose activity change, negative = inhibition, most hits filed as inhibitors; hit rate 3% among 360,000; also: potency is read from the fitted curve at half-maximal effect; % is scaled to controls: 0 for no effect and ±100 for the full control effect; nearly all actives have a fitted effect of over 60% in size
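First, TGR (20 nM dispensed) and NADPH were mixed with compound. Second, a 15 min room-temperature incubation followed. Third, further NADPH and then DTNB were added to start the reaction. Finally, TNB absorbance was monitored kinetically.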
Pf growth 96h: P. falciparum growth inhibition at 96 hour, primary screen for plastid delayed-death inhibitors; P. falciparum luciferase reporter growth, 96 h; Potency, µM (titrated, usually from 28.7 µM), without a hit: at the top dose activity change, negative = inhibition, usual class: inhibitors; hit rate 6.9% among 320,000; also: potency is read from the fitted curve at half-maximal effect; % is scaled to controls: 0 for no effect and ±100 for the full control effect
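P. falciparum expressing integrated firefly luciferase, in erythrocytes at 2% hematocrit, 0.05% parasitemia, incubated with compounds 96 h at 37 C, 5% CO2. Growth inhibition read as loss of luminescence; two-generation exposure targets delayed-death apicoplast inhibitors.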
Shiga toxin inh: Shiga toxin inhibition. inhibition, % at 38.7 µM. AID 2315. Vero cells, Shiga toxin protein synthesis inhibition reporter. hit rate 9.2% among 290,000; in the data active = inhibition mostly above about 28%, no sharp cut-off; inactive = mostly below about 43%; also: 0% is about no effect
Giardia FBPA inh: Giardia lamblia aldolase inhibition | hit rate 0.71% among 290,000 | Potency, µM (highest dose often 59.6 µM), inactives show top-dose activity, negative = inhibition, hits mostly inhibitors | AID 2451 | A8B2U2 | purified Giardia FBPA; also: potency is read from the fitted curve at half-maximal effect; % is scaled to controls: 0 for no effect and ±100 for the full control effect; nearly all actives have a fitted effect of over 55% in size
Target sequence (A8B2U2 whole entry, looked up): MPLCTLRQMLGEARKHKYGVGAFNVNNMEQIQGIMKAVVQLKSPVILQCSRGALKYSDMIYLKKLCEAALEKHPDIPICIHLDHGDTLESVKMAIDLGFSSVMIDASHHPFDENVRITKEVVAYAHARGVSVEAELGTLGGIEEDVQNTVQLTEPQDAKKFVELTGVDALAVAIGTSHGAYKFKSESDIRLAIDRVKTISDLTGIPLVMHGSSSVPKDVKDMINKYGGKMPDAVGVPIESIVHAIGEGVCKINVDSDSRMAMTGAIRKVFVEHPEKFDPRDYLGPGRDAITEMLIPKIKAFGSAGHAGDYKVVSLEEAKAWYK
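40 nM FBPA preincubated 10 min at RT with compound (up to 57.5 uM final), then substrate plus GAPDH/TPI/NAD/arsenate coupling and diaphorase/resazurin added. Fluorescence read after 20 min at RT, 525/598 nm.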
CHX counter: affects cycloheximide protein synthesis inhibition readout, counter-screen; cell reporter, cycloheximide protein synthesis inhibition counterscreen; max response, %; hit rate 12% among 300,000; AID 2314; in the data active = max response mostly above about 13%, no sharp cut-off; inactive = mostly below about 14%; also: read at 38.3 µM for the half of the compounds with a filed dose; 0% is about no effect
Pf growth 48h: inhibits P. falciparum growth in the first generation, 48 h. P. falciparum luciferase growth in erythrocytes, 48 h. AID 504832. hit rate 5.9% among 310,000. Potency, µM (doses to about 28.7 µM), for inactives: top-dose activity change, negative = inhibition, actives largely listed as inhibitors; also: potency is read from the fitted curve at half-maximal effect; % is scaled to controls: 0 for no effect and ±100 for the full control effect
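First compound was added to culture medium, then infected red cells at 0.1% parasitemia and 2% hematocrit (final). After incubation at 37 C under 5% CO2, luciferase detection reagent was dispensed and light output recorded.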
Active calls of the source: *; u = inconclusive; x = not tested or not shown; & = joins results of further samples; [ ] = remark or other dose. Unless noted, calls follow the shape of the dose curve; as a rule, active = well fitted curve in the direction sought with a large enough effect; inconclusive = small, poorly fitted or top-dose-only effect, or another doubt; inactive = no such curve, though single readings can be large; an effect the other way counts as inactive or inconclusive.

SMILES	Sm TGR block	Pf growth 96h	Shiga toxin inh	Giardia FBPA inh	CHX counter	Pf growth 48h
Cc1nc2nc(CCc3ccccc3)nn2c(C)c1Cl	8%	23%	50	4%	12	19%
Cc1cc(C)nc(SCC(=O)N/N=C\C(Br)=C\c2ccccc2)n1	-3%	9%	-7	1%	5	1%
O=C(CCc1nc2ccccc2c(=O)[nH]1)NCc1ccccn1	1%	-10%	4	0%	2	2%
O=[N+]([O-])c1cnc(Sc2ccncn2)s1	0.32µM*	0%	17	-5%	1	31%[activator]
CC(=O)NNC(=O)c1nc(-c2ccccc2)c(C)o1	3%	30%	-4	-27%	1	u
Cc1cccc(NC(=O)c2cnn(C)c2)c1C	-5%	-16%	-4	0%	-3	10%
Cc1ccccc1NC(=O)N1CCCN(c2ccc(C#N)cn2)CC1	-3%	u	-3	0%	-3	u
CCOc1ccccc1N1CCN(C(=O)c2ccc3[nH]c(C)c(C)c3c2)CC1	-7%	0%	-2	-5%	-2	-8%
Cn1ccnc1SCc1cn2cc(Br)ccc2n1	-8%	325%[activator]	-7	-2%	22	194%[activator]
Cc1ccc[n+](Cc2ccc([N+](=O)[O-])cc2)c1	-9%	-3%	-7	4%	-1	u
Cc1ccc(CNC(=O)C(=O)NCC2OCCCN2S(=O)(=O)c2ccc(F)cc2)cc1 (configuration not stated)	-7%	7%	-13	x	-2	-3%
CCOC(=O)C1=C(CN2CC(C)CC(C)C2)NC(=O)NC1c1ccc2c(c1)OCO2 (configuration not stated)	-5%	-20%	-15	-1%	-2	u
NC(=O)c1ccc(NCc2ccco2)c([N+](=O)[O-])c1	21%	21%	15	3%	17*	u
CCCn1c(SCc2ccc(Cl)cc2)nc2c1c(=O)[nH]c(=O)n2C	-25%	u	-4	-13%	2	u
OC1(c2cccs2)CN(c2ccccc2)C2=[N+]1CCCC2 (configuration not stated)	1%	u	11	9%	-2	8%
COc1ccc2c(c1)c(C(=O)OCCN(C)C)c(C)n2C	5%	-1%	24	-16%	2	9%
CC(C)CCOc1ccc(Cl)cc1CN1CCOCC1	4%	1%	26	-5%	10	13%
CCCN1CCC(=O)N([C@H](COc2ccccc2)CC(C)C)CC1	27%	-2%	11	2%	1	9%
O=P(O)(O)C(Cl)(Cl)P(=O)(O)O	x	7%	x	3%	x	0%
CCOc1cc(C(=S)N2CCOCC2)ccc1OS(=O)(=O)c1ccc(OC)cc1	0%	u	-10	9%	-2	-9%
[O-]/[N+](=C/c1ccccc1)c1ccccc1	0%	u	x	x	x	46%[activator]
COc1ccc(N2C(=O)CC(NNC(=O)c3cc(C)oc3C)C2=O)cc1 (configuration not stated)	-32%	4%	-7	0%	1	-20%
CC(C)Oc1cc(S(=O)(=O)N2CCCCC2)ccc1N	1%	-12%	-4	-8%	11	-21%
O=C(Nc1ccc2c(c1)nc1n2CCSC1)c1ccco1	14µM*	10%	34	-21%	12	153%[activator]
COCc1cc(C)nc(NCCc2ccccc2)c1C#N	-4%	-22%	24	0%	23	-48%

Given with values under each structure: entries from further up
Results follow in this order: Sm TGR block | Pf growth 96h | Shiga toxin inh | Giardia FBPA inh | CHX counter | Pf growth 48h
COc1ccc2c(c1)c(C(=O)OCCN(C)C)c(C)n2C
 : 5% | -1% | 24 | -16% | 2 | 9%
CC(C)CCOc1ccc(Cl)cc1CN1CCOCC1
 : 4% | 1% | 26 | -5% | 10 | 13%
CCCN1CCC(=O)N([C@H](COc2ccccc2)CC(C)C)CC1
 : 27% | -2% | 11 | 2% | 1 | 9%
O=P(O)(O)C(Cl)(Cl)P(=O)(O)O
 : x | 7% | x | 3% | x | 0%

Further structures follow:
SMILES	Sm TGR block	Pf growth 96h	Shiga toxin inh	Giardia FBPA inh	CHX counter	Pf growth 48h
Cc1onc(-c2ccccc2Cl)c1C(=O)NCC(=O)O	-12%	u	13	4%	-3	2%
O=C(NC(=S)Nc1cccc2cc(O)ccc12)c1ccco1	10µM*	-12%	33	-24%	13	u
COc1c(Cl)cc(C(=O)Nc2ccc(Cl)cn2)cc1Cl	-28%	u	8	-5%	12	x
Cc1ccc(-c2nc3ncccc3o2)cc1NC(=O)c1cccs1	13%	-7%	7	-1%	2	u
Cc1ccccc1OCc1nnc(SCc2nc3ccccc3c(=O)[nH]2)n1C	1%	-2%	33	5%	7	16%
Cn1c(SCC(=O)N2c3ccccc3Sc3ccc(Cl)cc32)nnc1-c1ccco1	-27%	1.5µM*	-2	2%	1	9.3µM*
CCc1ccc(C(=O)Nc2nc3ccccc3[nH]2)cc1	-19%	-29%	-12	14%	-10	-60%
CC(=O)Nc1cccc(NC(=O)CCN2C(=O)c3ccccc3S2(=O)=O)c1	-2%	3%	x	x	x	-8%
CC(=O)c1ccc(OCCCC(=O)NC(C)c2ccc(S(N)(=O)=O)cc2)cc1 (configuration not stated)	-1%	-17%	13	4%	-4	-3%
O=C(Cn1ccc(NC(=O)OCc2ccccc2)nc1=O)NCCc1ccccn1	32µM*	-18%	x	x	x	30%[activator]
COc1ccc(C(C)N2CC34C=CC(O3)C(C(=O)OCC(C)C)C4C2=O)cc1 (configuration not stated)	1%	15µM*	63	3%	18	9%
COc1ccc(N(CC(=O)NCc2ccco2)S(=O)(=O)c2ccccc2)cc1	2%	6.6µM*	26	1%	15	-11%
CCCOc1ccccc1NC(=O)c1ccc(N)cc1	8%	u	-14	4%	-1	20%
CN(C)CC1CCCCC1OC(=O)Cc1ccc(Cl)c([N+](=O)[O-])c1 (configuration not stated)	-19%	10%	-6	-10%	-5	0%
O=C(NCCc1c[nH]c2ccccc12)C1CCN(S(=O)(=O)c2ccc(F)cc2)CC1	-1%	-15%	-4	6%	-2	-15%
COc1ccc([C@H]2CC(=O)C=C(c3cccc(Cl)c3O)C2)cc1OC	0%	9.3µM*	x	x	x	u
CCc1ccc(CN(C)C(=O)c2cc(COc3cccc4cnccc34)on2)cc1	-25%	31%[activator]	1	-13%	-1	u
Cc1cc(C)c(OCCOCCN2CCNCC2)c(C)c1	-2%	-20%	-14	-10%	-5	x
COc1ccc(-n2ncc(C(=O)N3CCN(c4ccc(F)cc4)CC3)c2C)cc1	-6%	2%	-6	1%	-2	-16%
CCc1ccc(NC(=O)c2ccc3c(c2)C(=O)N(Cc2ccco2)C3=O)cc1	u	-24%	4	-1%	-2	16%
Cc1ccc(NC(=O)CSc2nc3c(c(=O)[nH]2)CCC3)c(C)c1	15%	u	-12	x	-10	20%
Cc1nonc1NC(=O)CSc1nc(C23CC4CC(CC(C4)C2)C3)nc2ccccc12	15%	u	2	-8%	-1	u
CCc1ccc(NC2=NCC(=O)N2c2ccc3c(c2)OCCO3)cc1	-4%	x	2	1%	-4	-7%
CCOC(=O)c1oc2cc(O)ccc2c(=O)c1-c1ccc(OC)cc1	11%	-15%	-8	-6%	-1	5%
O=C(NCc1ccccc1)c1onc(CSc2ccc(Cl)cc2)c1C(=O)NCC1CC1	7%	u	x	x	x	u

Random excerpt: four entries already listed
SMILES	Sm TGR block	Pf growth 96h	Shiga toxin inh	Giardia FBPA inh	CHX counter	Pf growth 48h
CCOC(=O)c1oc2cc(O)ccc2c(=O)c1-c1ccc(OC)cc1	11%	-15%	-8	-6%	-1	5%
O=C(NC(=S)Nc1cccc2cc(O)ccc12)c1ccco1	10µM*	-12%	33	-24%	13	u
CCc1ccc(CN(C)C(=O)c2cc(COc3cccc4cnccc34)on2)cc1	-25%	31%[activator]	1	-13%	-1	u
Cc1cccc(NC(=O)c2cnn(C)c2)c1C	-5%	-16%	-4	0%	-3	10%

Further structures follow:
SMILES	Sm TGR block	Pf growth 96h	Shiga toxin inh	Giardia FBPA inh	CHX counter	Pf growth 48h
C/C=C/c1ccc(OCCCCOc2c(OC)cccc2OC)c(OC)c1	2%	24%	-2	-14%	4	u
CC(=O)NC(CC(=O)Nc1ccc(S(=O)(=O)Nc2nccs2)cc1)c1ccccc1 (configuration not stated)	0%	15%	x	x	x	u
Cc1ccc(Cn2c(Sc3nccc(C)n3)nc3c2c(=O)[nH]c(=O)n3C)cc1	8%	42%[activator]	-2	-1%	1	0%
COc1cccc(NC(=O)c2cnsn2)c1	5%	148%[activator]	140*	-6%	44*	x
Clc1ccc(Cn2nnc(-c3ccc(N4CCOCC4)cc3)n2)cc1	4%	x	-14	3%	-5	8%
CSc1ccccc1OCc1cc(C(=O)N2CCC[C@H]2C(N)=O)no1	-2%	u	28	12%	18	-12%
C=CCn1c(CCC)nc2ccccc21	x	0%	23	1%	1	14%
CCN(CC)C(=O)COc1coc(CN2CCN(c3ccccc3F)CC2)cc1=O	2%	9.3µM*	-3	x	-2	-7%
COc1cc(NC(=O)c2ccccc2Cl)c2ncccc2c1	0%	u	4	-6%	1	-10%
Cc1nc(N2CCN(c3ccccc3)CC2)[nH]c(=O)c1Cc1cccc2ccccc12	6%	u	27	-1%	-2	u
COc1cccc2cc(C(=O)N3CCN(C(=O)c4ccccc4)CC3)c(=O)oc12	u	7%	-13	7%	0	10%
Cc1ccccc1NC(=O)NCC1CCN(C(=O)OC(C)(C)C)CC1	3%	u	20	4%	4	-19%
CCOc1cc(-c2cc(-c3ccccc3)nc(N)c2C#N)ccc1O	-6%	u	-26	0%	11	x
O=C(NCc1cccnc1)c1cccc(S(=O)(=O)N2CCCCC2)c1	0%	42%[activator]	17	1%	-3	-14%
CCOc1ccc(CNC(=O)C2CCN(c3nn4c(=O)cc(C)nc4s3)CC2)cc1	56%&-9%[activator]	u	-6	1%	-2	-19%
CCN(CC)S(=O)(=O)c1ccc(C(=O)Nn2cnnc2)cc1	u	29%	-5	-1%	-5	35%[activator]
O=C(c1cc(-c2ccccn2)nc2ccc(Cl)cc12)N1CCN(CCc2ccccc2)CC1	-10%	-15%	-8	-4%	-1	u
CC(=O)NNC(=O)CCn1c2c(c3ccccc31)CCCC2	-9%	87%[activator]	-9	1%	-2	-12%
COc1ccc(/C=N\NC(=O)c2ccccc2F)cc1COc1ccc(F)cc1F	-11%	u	32*	-17%	24*	u
CC1=Nc2ccccc2/C1=C\c1nc(-c2ccc(F)cc2)oc1O	0%	7%	29	-3%	11	x
COc1ccc(C(=O)C2CCCN(C(=O)c3ccc4cc[nH]c4c3)C2)c(C)c1 (configuration not stated)	0%	u	-18	-1%	4	-3%
CNC(=O)c1csc(-c2ccccc2)n1	2%	35%[activator]	26	6%	14*	32%[activator]
COC(=O)C1CC(O)CN1C(=O)c1ccco1 (configuration not stated)	4%	30%	11	5%	17	0%
O=C(Cc1ccccc1)NCC(=O)N1CCCCCC1	4%	u	23	0%	19*	x
CCOC(=O)COn1c(=O)c(-c2ccc(OC)cc2)[n+]([O-])c2ccccc21	-21%	46%[activator]	27	10%	1	88%[activator]
CCc1ccc(-c2cc(C)no2)cc1S(=O)(=O)N1CCOc2ccccc21	-1%	u	43	x	13	8.3µM*

7 structures already listed, sorted by count of non-hydrogen atoms, largest number first.
SMILES	Sm TGR block	Pf growth 96h	Shiga toxin inh	Giardia FBPA inh	CHX counter	Pf growth 48h
Cc1ccc(CNC(=O)C(=O)NCC2OCCCN2S(=O)(=O)c2ccc(F)cc2)cc1 (configuration not stated)	-7%	7%	-13	x	-2	-3%
CCOc1ccc(CNC(=O)C2CCN(c3nn4c(=O)cc(C)nc4s3)CC2)cc1	56%&-9%[activator]	u	-6	1%	-2	-19%
CCOc1ccccc1N1CCN(C(=O)c2ccc3[nH]c(C)c(C)c3c2)CC1	-7%	0%	-2	-5%	-2	-8%
COc1ccc([C@H]2CC(=O)C=C(c3cccc(Cl)c3O)C2)cc1OC	0%	9.3µM*	x	x	x	u
O=C(NC(=S)Nc1cccc2cc(O)ccc12)c1ccco1	10µM*	-12%	33	-24%	13	u
O=C(Nc1ccc2c(c1)nc1n2CCSC1)c1ccco1	14µM*	10%	34	-21%	12	153%[activator]
CC(C)CCOc1ccc(Cl)cc1CN1CCOCC1	4%	1%	26	-5%	10	13%
